Pf growth 48h: P. falciparum growth inhibition at 48 hours (one generation) | Potency, µM (highest dose often 28.7 µM), inactives show at the highest dose activity change, negative = inhibition, hits mostly inhibitors | 310,000 compounds, 5.9% hits | AID 504832 | P. falciparum luciferase growth in erythrocytes, 48 h; further: potency means the concentration at half of the fitted maximal effect; on the % scale 0 is the no-effect control and ±100 the full control effect
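Growth was read as firefly luciferase luminescence after a 48 h, 37 C, 5% CO2 exposure of compounds to reporter-bearing P. falciparum cultures (0.1% parasitemia, 2% hematocrit final) in Albumax-supplemented RPMI 1640.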
Pf growth 96h: P. falciparum growth inhibition at 96 hour, primary screen for plastid delayed-death inhibitors; 320,000 compounds, 6.9% hits; Potency, µM (series often up to 28.7 µM), without a hit: top-dose activity change, negative = inhibition, usual class: inhibitors; P. falciparum luciferase reporter growth, 96 h; further: potency means the concentration at half of the fitted maximal effect; on the % scale 0 is the no-effect control and ±100 the full control effect
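Luminescence readout: decreased luciferase signal marks inhibited growth of reporter-expressing P. falciparum in infected red cells (2% hematocrit, 0.05% parasitemia final), exposed to compound two generations (96 h, 37 C, 5% CO2).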
CHX counter: counter-screen for Shiga toxin inhibitors: cycloheximide protein synthesis inhibition; AID 2314; max response, %; cell reporter, cycloheximide protein synthesis inhibition counterscreen; 300,000 compounds, 12% hits; in the data active means max response mostly above about 13%, no sharp cut-off; inactive means mostly below about 14%; further: read at 38.3 µM for the half of the compounds with a filed dose; 0% is about no effect
AmpC inh no detg: blocks E. coli AmpC beta-lactamase in detergent-free assay; P00811; AmpC nitrocefin hydrolysis, absorbance 480 nm, 0.0001% Triton; Potency, µM (doses to about 57.1 µM), for the others: at the highest dose activity change, negative = inhibition, hits mostly inhibitors; 330,000 compounds, 0.52% hits;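 further: potency means the concentration at half of the fitted maximal effect; plate controls were no compound for no effect and no enzyme for full effect; nearly all actives have a fitted effect of over 20% in size; some results filed as inactive show a strong effect at the top dose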
Target sequence (P00811 whole entry, looked up): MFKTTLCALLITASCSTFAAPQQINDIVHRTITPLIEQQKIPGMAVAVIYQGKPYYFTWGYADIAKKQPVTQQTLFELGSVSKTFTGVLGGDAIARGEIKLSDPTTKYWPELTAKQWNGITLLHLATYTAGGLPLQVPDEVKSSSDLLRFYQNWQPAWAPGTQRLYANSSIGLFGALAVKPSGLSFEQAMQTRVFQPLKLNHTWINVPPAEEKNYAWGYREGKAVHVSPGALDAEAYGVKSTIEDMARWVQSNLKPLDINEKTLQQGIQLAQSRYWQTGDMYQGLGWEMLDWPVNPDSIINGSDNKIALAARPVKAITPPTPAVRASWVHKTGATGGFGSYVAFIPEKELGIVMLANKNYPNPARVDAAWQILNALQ
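20 mM phosphate pH 7.0 + 0.01% (detergent screen) or 0.0001% Triton X-100; 5.3 nM AmpC reagent; cpd preinc 15 min RT; nitrocefin (800 uM stock) to start; A480 q20 s × 4 min; Activity was normalised to no-enzyme and no-compound control wells.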
Shiga inhibitor: inhibitors of Shiga toxin in Vero cells; 290,000 compounds, 9.2% hits; Vero cells, Shiga toxin protein synthesis inhibition reporter; inhibition, % at 38.7 µM; in the data active means inhibition mostly above about 28%, no sharp cut-off; inactive means mostly below about 43%; further: 0% is about no effect
LmPK inh: LmPK (Leishmania mexicana) enzyme inhibition. AID 1721. 290,000 compounds, 0.37% hits. Q27686. Potency, µM (top dose mostly 57.5 µM), for the others: top-dose activity change, negative = inhibition, usual class: inhibitors. purified LmPK, Kinase-Glo ATP luminescence, 1 h; further: potency means the concentration at half of the fitted maximal effect; on the % scale 0 is the no-effect control and ±100 the full control effect
Target sequence (Q27686 whole entry, looked up): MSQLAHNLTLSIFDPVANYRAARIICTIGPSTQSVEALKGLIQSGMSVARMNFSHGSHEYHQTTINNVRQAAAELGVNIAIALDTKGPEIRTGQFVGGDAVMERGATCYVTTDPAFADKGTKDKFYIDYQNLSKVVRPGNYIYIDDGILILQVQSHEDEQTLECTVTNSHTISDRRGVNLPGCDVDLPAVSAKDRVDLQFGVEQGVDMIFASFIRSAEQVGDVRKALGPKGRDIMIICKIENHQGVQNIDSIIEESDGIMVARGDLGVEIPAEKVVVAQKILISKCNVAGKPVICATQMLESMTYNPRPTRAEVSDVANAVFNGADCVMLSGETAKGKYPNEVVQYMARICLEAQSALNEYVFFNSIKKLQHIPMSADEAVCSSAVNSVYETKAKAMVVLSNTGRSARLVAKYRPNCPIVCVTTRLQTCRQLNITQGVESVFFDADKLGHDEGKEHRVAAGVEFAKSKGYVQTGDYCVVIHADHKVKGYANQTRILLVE
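Kinase-Glo luminescence read after 1 h RT reaction of 0.1 nM LmPK with 0.5 mM PEP and 0.1 mM ADP. Activity scaled between uninhibited and enzyme-free controls.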
Tb PYK inh: inhibitors of Trypanosoma brucei pyruvate kinase; TbPYK enzyme, Kinase-Glo Plus ATP luminescence, 45 min; Potency, µM (top dose mostly 76.8 µM), for inactives: at the highest dose activity, negative = inhibition, hits mostly inhibitors; 410,000 compounds, 0.12% hits; AID 624173; further: potency means the concentration at half of the fitted maximal effect; on the % scale 0 is the no-effect control and ±100 the full control effect; nearly all actives have a fitted effect of over 50% in size
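Luminescent Kinase-Glo Plus end-point after 45 min room-temperature reaction of T. brucei pyruvate kinase started with 130 uM ADP (final). Buffer TEA 50 mM pH 7.2 with KCl, MgCl2, BSA, Tween-20; titration-based qHTS with fitted concentration-effect curves.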
An asterisk follows results filed as active; ? = inconclusive; / = no result given; [ ] = remark or other dose. Unless noted, the call rests on the fitted dose curve; in most records, active means well fitted curve in the direction sought with a large enough effect; inconclusive means small, poorly fitted or top-dose-only effect, or another doubt; inactive means no such curve, though single readings can be large; an effect the other way counts as inactive or inconclusive. Hits appear at their usual frequency; 22% or so of the library scored in one or more.

SMILES	Pf growth 48h	Pf growth 96h	CHX counter	AmpC inh no detg	Shiga inhibitor	LmPK inh	Tb PYK inh
COc1ccc(/C=N/NC(=O)c2cc(O)c(O)c(O)c2)cc1Cn1cc([N+](=O)[O-])cn1	?	9%	9	-27%	28	1%	-1%
COc1ccc(-c2ccc(=O)n(Cc3ccccc3)n2)cc1	-14%	0%	21*	11%	28*	0%	-1%
Cc1cc(-c2n[nH]c(=S)n2Cc2ccco2)nn1C	21%	29%	-2	-34%	-9	?	?
COc1ccccc1-c1nc(S(=O)(=O)c2ccc(Cl)cc2)c(N(C)C)o1	4%	333%[activator]	-1	-7%	-8	-3%	13%
O=C(COC(=O)c1ccccc1Oc1ccccc1)NC1CCS(=O)(=O)C1 (centres undefined)	2%	1%	-2	?	-6	1%	5%
Cc1ccc(C)c(S(=O)(=O)Nc2cc(SCC(=O)O)c(O)c3ccccc23)c1	?	21%	14*	-17%	-1	14µM*	16µM*
Cc1cc(C)cc(N(C(=O)C2CCCC2)C2C=CS(=O)(=O)C2)c1 (centres undefined)	2%	?	15	-3%	-16	3%	0%
COc1cc(C(=S)N2CCOCC2)ccc1OC(=O)Cc1ccc(F)cc1	-4%	-15%	-5	16%	-4	0%	5%
Cc1ccc(CC(=O)NCC(O)c2ccccc2)cc1 (centres undefined)	0%	10%	2	-11%	16	4%	0%
CC1CCN(CC(=O)c2cccc(C(F)(F)F)c2)CC1	?	?	-2	-1%	4	0%	-5%
Cc1ccc(-c2cccc(NC(=O)C3C(C(=O)O)[C@@H]4C=C[C@H]3C4)c2)o1 (some centres undefined)	0%	6%	18	-16%	33*	0%	-11%
CCCCN(C(=O)c1cc(=O)[nH]c2ccccc12)c1c(N)n(CCC)c(=O)[nH]c1=O	10%	-7%	2	-11%	-8	0%	4%
CCN(CC)C(=O)/C(NC(=O)c1ccccc1)=C(/Sc1ncccn1)c1ccccc1	?	?	-4	34%	-4	-4%	-2%
CCCCCNC(=O)C(C)Sc1ccc(Cl)cc1 (centres undefined)	/	-25%	11	5%	-17	-1%	-6%
Cc1ccc(-c2oc3ccccc3c(=O)c2OCC(=O)O)cc1	12%	8%[5.75 µM]	1	-15%	31	0%	5%
COC(=O)C1=C(c2ccc(Cl)c(C(F)(F)F)c2)C[C@@H]2CC[C@H]1N2C(=O)NC(C)C	?	?	/	111%[activator]	/	/	3%
Nc1nc2ccccc2n1CCOc1ccccc1Cl	?	-1%	-5	4%	-8	-2%	1%
COC(=O)C1=C(c2cccc(C#N)c2)C[C@@H]2CC[C@H]1N2C(=O)NCCOc1ccc(OC)cc1	?	-17%	/	28%	/	/	-3%
Cc1ccc(CNC(=O)CCCCCNC(=O)N2CCn3c2nc2ccccc23)cc1	-21%	1%	19	185%[activator]	-7	8%	-5%
O=C(CCN1C(=O)C2CCCCC2C1=O)Nc1nc(-c2ccc(F)c(F)c2)cs1 (centres undefined)	-3%	-14%	12	-17%	15	20%	-9%
Cc1cc(NC(=O)CCC(=O)N(c2ccc(C)c(F)c2)C(C(=O)NC2CCCC2)c2ccco2)no1 (centres undefined)	?	18%	7	11%	14	-1%	0%
CC(NC(N)=O)C12CC3CC(CC(C3)C1)C2 (centres undefined)	14%	-26%	-1	-5%	-12	-3%	3%
Cc1cc(C)n(C(=O)c2ccc(Cl)c(F)c2F)n1	1%	9.3µM*	-1	-1%	-1	3%	5%
COc1ccc(C(=O)Nc2nnc(SCC(=O)NCc3ccco3)s2)c(OC)c1	94%[activator]	16%	35*	97%[activator]	33*	-1%	5%
CC(=O)c1c(C)[nH]c(C(=O)Nc2ccc3c(c2)OCCO3)c1C	136%[activator]	-19%	38*	-38%	99*	-20%	0%
CCSc1nnc(NC(=O)c2csc3c2CCCC3)s1	34%[activator]	51%[activator]	0	-28%	-4	2%	7%
CCCCCCNC(=O)CCCCCNS(=O)(=O)c1ccc(OC)cc1	?	-8%	-6	18%	-17	1%	-1%
Cn1cnnc1SCC(=O)Nc1ccc(N2CCCCC2)cc1	79%[activator]	83%[activator]	/	-10%	/	/	-1%
Cc1cccc(NC(=O)C2C(c3ccccc3)C2(Cl)Cl)c1 (centres undefined)	?	25%	13	-52%	15	-1%	0%
Cc1nnc(-c2cccc(C(F)(F)F)c2)nc1N1CCOCC1	?	-8%	1	115%[activator]	12	2%	10%
CC(C)C(c1nnnn1Cc1ccc2c(c1)OCO2)N1CCN(c2ccccc2)CC1 (centres undefined)	-15%	23%	-2	-14%	-15	2%	-18%
CNC(=O)C1CC(=O)N(Cc2ccc(OC)c(OC)c2)C(=Nc2ccc(OC)cc2)S1 (centres undefined)	-13%	0%	-2	95%[activator]	-17	-5%	0%
CCN(C(=S)Nc1cc(S(=O)(=O)N2CCOCC2)ccc1Cl)c1cccc2ccccc12	25%	?	18	-43%	35	-1%	-9%
N#C/C(=C/c1ccc(N2CCCCCC2)o1)c1ccc(Cl)cc1	/	/	26	-15%	22	-1%	?
COc1ccc(OC)c(NC(=O)N2CCc3ccccc3C2)c1	3%	-28%	16	-6%	10	-17%	0%
CCCCN(C(=O)c1cc2ccccc2o1)c1c(N)n(CCCC)c(=O)[nH]c1=O	?	-5%	/	-28%	/	/	0%
NC(=O)NC(Cc1ccccc1)c1ccccc1 (centres undefined)	/	/	-7	-11%	-10	9%	1%
CC(=O)N(C)c1ccc(OCC(O)Cn2c3ccc(Cl)cc3c3cc(Cl)ccc32)cc1 (centres undefined)	?	?	-1	35%	-8	2%	5%
CCN1CCN(S(=O)(=O)c2ccc(Cl)nc2)CC1	40%[activator]	34%[activator]	-2	-7%	-12	-1%	?
COc1ccc(OC)c(NC(=O)c2nnn(Cc3ccccc3C)c2N)c1	12µM*	?	1	-12%	17	3%	-6%

Quoted from the listing:
For Tb PYK inh, `CC(=O)N(C)c1ccc(OCC(O)Cn2c3ccc(Cl)cc3c3cc(Cl)ccc32)cc1` (centres undefined) has 5%
For Pf growth 96h, `Cc1nnc(-c2cccc(C(F)(F)F)c2)nc1N1CCOCC1` has -8%
For LmPK inh, `CCCCCCNC(=O)CCCCCNS(=O)(=O)c1ccc(OC)cc1` has 1%

Compounds from the list above with a cyano group (2):
SMILES	Pf growth 48h	Pf growth 96h	CHX counter	AmpC inh no detg	Shiga inhibitor	LmPK inh	Tb PYK inh
COC(=O)C1=C(c2cccc(C#N)c2)C[C@@H]2CC[C@H]1N2C(=O)NCCOc1ccc(OC)cc1	?	-17%	/	28%	/	/	-3%
N#C/C(=C/c1ccc(N2CCCCCC2)o1)c1ccc(Cl)cc1	/	/	26	-15%	22	-1%	?

Remaining list, next part.
SMILES	Pf growth 48h	Pf growth 96h	CHX counter	AmpC inh no detg	Shiga inhibitor	LmPK inh	Tb PYK inh
Cc1cc(C)cc(N(CC(=O)NC2CCCCC2)C(=O)c2ccc(C)s2)c1	-21%	26%	11	-8%	-6	8%	-3%
CCCc1c(C)c2ccc(OCC(C)=O)cc2oc1=O	/	27%	49*	8%	94*	5%	-15%
Cc1[nH]n(-c2ccccc2)c(=O)c1N=Nc1cccc(Cl)c1	67%[activator]	221%[activator]	3	-5%	15	-1%	11%
Cc1cc(NC(=O)C(C)SCC(=O)Nc2ccccc2N2CCCC2)no1 (centres undefined)	?	-29%	/	-7%	/	/	-6%
Cc1ccccc1NS(=O)(=O)c1ccc(NS(=O)(=O)c2cccs2)cc1	9%	3%	2	-29%	-7	3%	3%
Cc1nc(NC(=O)c2cc3ccccc3o2)ccc1Br	120%[activator]	-11%	11	-31%	23	4%	5%
COC(=O)CCc1cccc(CCC(=O)OC)c1	20%	21%	-1	-8%	5	-10%	3%
CCCCN(C(=O)CSCC(=O)Nc1ccc(OC)cc1)c1c(N)n(Cc2ccccc2)c(=O)[nH]c1=O	-11%	-22%	/	20%	/	/	1%
C#CCOCCOCCOCCNc1nc(N2CCN(C(=O)[C@H](C)n3cc(CCCN=C(N)N)nn3)CC2)nc(N2CCN(C(=O)[C@H](CCCCN)n3cc(CCCC)nn3)CC2)n1	?	12µM*	-3	208%[activator]	-23	1%	/
CCN1C(=O)N(C(C)=O)C2C1N(C(C)=O)C(=O)N2C(C)=O (centres undefined)	1%	61%[activator]	-7	-12%	-6	2%	-5%
CC(C)COC(=O)N1CC(O)CC1C(=O)Nc1ccc2c(c1)OCO2 (centres undefined)	-1%	-2%	/	-13%	/	/	?
COc1cccc(/C=N/n2c(C)nc3ccccc32)c1OC	2%	38%[activator]	21	33%	38*	5%	5%
COc1ccccc1C(=O)Nc1onc(C)c1C#N	5%	9%	3	-17%	-7	3%	-5%
CN1CC(c2ccccc2)C(c2ccc(Cl)cc2)=N1 (centres undefined)	?	?	3	-22%	-7	1%	-13%
CSc1nnc(-c2cccc(NC(=S)NN)c2)o1	?	79%[activator]	6	-23%	-1	1%	-1%
CCOC(=O)NCc1ccc(CNC(=O)OCC)cc1	-16%	/	-2	0%	-9	0%	2%
CC(C)(CO)NC(=S)NCc1ccco1	?	35%[activator]	-2	-28%	4	-1%	-11%
COc1cccc(-n2c(SCC(=O)Nc3ccc4c(c3)CCC4)nc3ccccc3c2=O)c1	?	?	-2	-19%	47	3%	-9%
COC(CNC(=O)c1ccc2c(c1)ncn2-c1cccc(F)c1)OC	0%	?	-7	-15%	-2	-8%	-2%
COc1cccc(CC(=O)OC(C)C(=O)Nc2ccc(Cl)cn2)c1 (centres undefined)	?	7%	/	-15%	/	/	-3%
CCOc1cc([N+](=O)[O-])cc(/C=N/NC(=O)c2c(-c3ccccc3)noc2C)c1O	18%	13µM*	12	-36%	-7	1%	4%
O=C1CC(N2CC=C(c3ccccc3)CC2)C(=O)N1c1ccc(F)cc1 (centres undefined)	?	?	-2	45µM*	20	3%	-3%
CC(=O)c1ccc(N=Nc2c(C)[nH]n(-c3ccccc3)c2=O)cc1	29%	7%	-3	-2%	9	-2%	1%
COc1ccc(C(=O)NC2CCN(C(=S)Nc3ccccc3)CC2)cc1	-13%	58%[activator]	-4	-20%	-2	5%	-4%
O=c1[nH]c(/C=C\c2cccs2)nc(O)c1[N+](=O)[O-]	3%	12%	0	-20%	-8	0%	-2%
Cc1cccc2cc(C#N)c(SCC(=O)NCC3CCCO3)nc12 (centres undefined)	13%	?	1	-5%	1	4%	-4%
CCCCn1c(/N=C/c2cc(OC)ccc2O)nc2ccccc21	-9%	11%	-9	-18%	-15	-4%	-1%
N#C/C(=C\C1=C(N2CCOCC2)C(=C\c2ccc(Cl)cc2)/CC1)C(=O)Nc1ccccc1F	-22%	?	-3	-26%	-6	-8%	-19%
c1ccc(Oc2ccc(-c3ccnc4ncnn34)cc2)cc1	17%	-3%	8	43%	38	8%	-16%

Screening data deposited in PubChem BioAssay by National Center for Advancing Translational Sciences (NCATS).
